Compound activity deposited in PubChem by several laboratories.
b-catenin transl – modulators of beta-catenin nuclear translocation | HeLa beta-catenin nuclear translocation, immunofluorescence imaging | nuclear translocation activity, % at 5 µM | 0.3% of 190,000 active | AID 1665;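 active means nuclear translocation activity above 50% at 5 µM, with a well cell count of 50 or more; inconclusive means wells under 50 cells across six images, flagged as toxic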;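 further: per-cell ratio of nuclear to cytoplasmic median beta-catenin stain intensity; plate controls were DMSO negative control for no effect and GSK-3 inhibitor IX positive control for full effect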
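System: HeLa cells, endogenous beta-catenin; compound dosing: 5 µM primary single dose, 0.1% DMSO, 0.02–20 µM confirmation series; incubation: 24 h compound exposure at 37°C, 5% CO2; signal: beta-catenin immunofluorescence imaging with DAPI; evaluation: % activation, nuclear-to-cytoplasmic median beta-catenin signal ratio per cell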
MT stabilizer – microtubule stabilization, imaging screen. HeLa tubulin immunostaining HCS, 24 h; share of cells brighter than vehicle mean+2SD. % tubulin-high responders, % at 10 µM. AID 2205. 0.83% of 200,000 active;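 active means plate Z-score above 3 for both tubulin-high and condensed-nucleus cell shares, with cell loss under 80%, at 10 µM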;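 further: anti alpha tubulin signal scored within the nucleus-defined area of each cell; some results filed as inactive read as strong as hits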
Insulin prom up – MIN6 insulin promoter up-regulation; MIN6 insulin promoter-GFP reporter, high-content imaging; stronger effect = higher value; z-score at 5 µM; 0.3% of 190,000 active;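 active means z-score above 3 at 5 µM with at least 500 cells counted in the well; inconclusive means wells under 500 cells, flagged as cytotoxic or low count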
Autophagy mod – modulators of autophagy; MEF GFP-LC3 puncta imaging; test concentration mostly 10 µM; calls only at 10 µM (by protocol); 0.98% of 190,000 active; AID 463193;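 active means percentage of spot-positive cells more than 3 SD above its plate mean, without a fluorescence outlier flag or 80% toxicity; inconclusive means no clear call, values can overlap the other calls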;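 further: spot-positive cell cutoff set from DMSO-treated cells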
Dynein cargo inh – blocks dynein driven cargo transport along microtubules; 3617.4 mouse cells, GR-EGFP nuclear translocation imaging; test concentration mostly 20 µM; stimulated with dexamethasone, 1 µM; stronger effect = lower value; z-score, hits read low; 0.47% of 220,000 active; AID 1381;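 active means plate z-score of nuclear minus cytoplasmic receptor signal below a set negative limit, without overly bright fluorescence or cell loss, cut at about -3.5 in these data, passing the limit was not always enough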;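 further: z-score of nuclear minus cytoplasmic ring GR-EGFP intensity difference per well; some compounds called inactive have numbers as strong as hits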
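Buffer or medium – tet-free medium with charcoal-stripped serum · Signal – automated 10x imaging of fixed Hoechst-stained cells · Also added – dexamethasone agonist, 1.0 µM final, for 30 min · Incubation – induction 48 h, compound 1 h, agonist 30 min · Read-out – GR-EGFP nuclear translocation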
WT yeast gro inh – growth inhibition of WT yeast, mitochondrial fusion screen. mitochondrial fusion phenotypic screen, WT strain. inhibition, % at 10 µM. 2.1% of 190,000 active. AID 1362; in the data active means inhibition above about 58%; tested in S. cerevisiae
Yfh1-depleted yeast – enhancers of respiration in Yfh1-depleted yeast, dose response, Friedreich's ataxia, plus single-dose screen (AID 1465). S. cerevisiae Yfh1-off respiration, WST-1 reduction, 72 h; higher fold induction means a stronger effect. fold induction at 50 µM, or EC50 in µM where a hit was titrated. 0.074% of 220,000 active;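 active means fold induction of absorbance versus untreated yeast above a set limit, then at least 30% activation at any dose in follow-up; inconclusive means repeats straddling the limit, or above it without dose testing; inactive means fold induction below the set limit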;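 further: activators that raise dye reduction in frataxin-depleted yeast; strong numbers were not always called active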
PMI inhibition – human PMI inhibitors, high substrate, primary screen, biochemical, fluorescence intensity, high mannose 6-phosphate (AID 1220). recombinant PMI enzyme, coupled fluorescence intensity; higher % means a stronger effect. inhibition, % at 20 µM; hits with a dose series show IC50 in µM. 0.66% of 190,000 active
PMI inhibitors – inhibitors of human PMI, primary screen, biochemical, fluorescence intensity, coupled assay (AID 1209) | one-dose inhibition, % at 20 µM; IC50 in µM for titrated hits | 0.42% of 190,000 active | purified PMI enzyme, coupled fluorescence intensity; higher % means a stronger effect;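 further: plate controls were DMSO vehicle for no effect and wells lacking substrate for full effect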
WT yeast gro inh mutant strain – further read-out of WT yeast gro inh, marked with its call; inhibition, %; mitochondrial fusion phenotypic screen, mutant strain inhibition
Dynein cargo inh cytoplasmic EGFP – recorded beside Dynein cargo inh, whose call it bears; z-score; measured here: cytoplasmic GR-EGFP intensity; stronger effect = higher value
Dynein cargo inh nuclear GR-EGFP – further read-out of Dynein cargo inh, marked with its call; z-score; measured here: nuclear GR-EGFP intensity;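 lower value marks the stronger effect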
Dynein cargo inh cell count – second read-out of Dynein cargo inh, no call of its own (marks repeat the call); z-score; measured here: cell count per field
Insulin prom up cell count – also measured in Insulin prom up; calls as there; cell count; measured here: cytotoxicity, nuclei count;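 total cells summed across four imaged fields per well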
b-catenin transl cell count 5 µM – further read-out of b-catenin transl, marked with its call; cell count; measured here: cell count, cytotoxicity flag
MT stabilizer Hoechst-high % – recorded beside MT stabilizer, whose call it bears; % Hoechst-high responders; measured here: nuclear condensation Hoechst responders;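 share of cells brighter than vehicle mean plus two SD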
MT stabilizer cytotoxicity % – further read-out of MT stabilizer, marked with its call; toxicity, %; measured here: cytotoxicity by cell density;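 0% = mean cell density of plate MIN control wells and 100% = no cells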
Autophagy mod cell loss 18 h – also measured in Autophagy mod; calls as there; toxicity, %; measured here: cell loss, nuclei count;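 cell loss after 18 h compound exposure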
* hit, by the source's call; i = inactive; ? = inconclusive; · = no result given. Unless noted, no stated cut-off is given here; in the data, active means inhibition above about 50%; inactive means the rest.

SMILES	b-catenin transl	b-catenin transl cell count 5 µM	MT stabilizer	MT stabilizer Hoechst-high %	MT stabilizer cytotoxicity %	Insulin prom up	Insulin prom up cell count	Autophagy mod	Autophagy mod cell loss 18 h	Dynein cargo inh	Dynein cargo inh cytoplasmic EGFP	Dynein cargo inh nuclear GR-EGFP	Dynein cargo inh cell count	WT yeast gro inh	WT yeast gro inh mutant strain	Yfh1-depleted yeast	PMI inhibition	PMI inhibitors
Cc1c(Cl)sn(-c2ccc(Cl)cc2)c1=O	2.6	901	3.4	2.5	2.7	-1.9	1106	i	74	-4.6*	1.6*	-2.7*	-0.095*	94	94	i	-5%	·
CCS(=O)(=O)c1ccc2oc(SCC(=O)NC34CC5CC(CC(C5)C3)C4)nc2c1	·	·	1.0	1.1	11	·	·	i	7	-0.069	-0.17	-0.25	0.53	-10	-14	i	2%	4%
COc1ccc(C(=O)C[n+]2ccccc2C)cc1	6.1	435	1.0	2.8	7.7	0.13	1225	i	-3	1.7	-0.17	1.1	-0.8	7	7	i	-2%	-8%
COc1ccc(CN(C)C(=S)Nc2ccc(Cl)cc2Cl)cc1	0.6	1107	1.1	2.0	5.6	-0.34	1301	i	7	0.32	-0.22	1	-1.5	22	22	i	1%	-2%
Cc1ccc(-n2nnc3c(=O)n(CC(=O)N4CCC(C)CC4)cnc32)cc1	-0.3	1477	2.0	1.3	7.3	0.8	1538	i	12	-0.96	-0.16	-0.3	1.8	5	-11	i	7%	12%
Cc1cccc(NCN2C(=O)c3ccccc3C2=O)c1	·	·	1.9	2.3	8.5	·	·	i	-4	0.33	-0.24	-0.0087	0.59	-12	6	i	0%	4%
CC1CCc2nn(CC(=O)NCCCN3CCCC3=O)cc2C1 (stereo unspecified)	·	·	2.7	2.8	8.0	0.99	944	i	10	-0.3	-0.18	-0.1	-0.021	14	-2	i	7%	5%
O=[N+]([O-])c1ccc(C2Nc3cccc4cccc(c34)N2)cc1	-1.0	995	3.1	2.5	4.3	0.03	1514	i	19	1.4	-0.16	1.5	-2.4	17	27	?	15%	8%
O=C(CCN1C(=O)c2cccc3cccc(c23)C1=O)NC1CCS(=O)(=O)C1 (stereo unspecified)	1.1	1309	·	·	·	-0.05	1102	·	·	-0.031	-0.25	0.59	-0.11	·	·	i	·	·
O=C(Nc1cc(S(=O)(=O)N2CCCCC2)ccc1O)c1ccccc1NS(=O)(=O)c1ccc(F)cc1	0.1	943	4.4	2.3	6.1	-0.6	1341	i	-5	-0.6	-0.29	-0.56	0.62	-4	9	i	9%	14%
COc1ccc(-c2cnn(-c3ccccc3)c2N)cc1OC	-1.3	841	4.6	3.6	11	·	·	i	4	0.81	-0.23	0.7	0.092	-14	5	·	4%	1%
Cc1cccc(N/N=C2/COC(C)(C)CC2=O)c1	1.2	568	3.0	3.2	4.0	-0.03	1216	i	9	-0.38	-0.31	-0.42	0.59	-11	4	i	-11%	-12%
Cc1ccc(C(=O)Nc2ccc(S(=O)(=O)N3CCOCC3)cc2)cc1	-0.4	1523	0.9	0.9	2.7	0.78	1534	i	-12	-0.11	-0.31	-0.55	0.16	2	-16	i	-4%	4%
CN(CCOC(=O)/C=C/c1ccccc1)C(C)(C)C	-1.0	906	3.6	2.8	7.2	·	·	i	-13	0.57	0.98	0.64	-1.6	4	-14	i	12%	20%
Cc1ccccc1OCC(=O)OCC(=O)Nc1ccc(S(N)(=O)=O)cc1	-0.6	1580	4.2	2.1	6.3	-0.25	1448	i	4	-0.39	-0.22	-0.013	-0.15	-12	-11	i	-1%	2%
CC(C)c1nc(Cl)c(C#N)c2c1CSC(C)(C)C2	-2.1	1095	3.4	3.1	4.9	-0.3	1535	i	-10	-0.24	-0.21	-0.058	0.28	13	12	i	7%	4%
Cc1csc(-c2cccnc2)n1	·	·	3.9	3.0	11	0.29	1133	i	5	-0.07	-0.26	-0.38	-0.41	0	-15	i	-1%	-5%
Cc1ccnc(N2C(=O)c3cccc4c([N+](=O)[O-])ccc(c34)C2=O)c1	1.3	1085	3.5	1.6	20	3.1*	1445*	i	7	3.3	21	4.3	-0.3	57	61	i	-95%	-49%
O=C(Cc1cccs1)NNC(=O)C12CC3CC(CC(C3)C1)C2	-0.4	1031	2.8	1.8	5.9	0.59	1237	i	1	-0.67	-0.4	-0.2	1.3	-9	28	i	-9%	-16%
CCCn1c(SCC(=O)N2CCCC(C)C2)nnc1-c1cccnc1 (stereo unspecified)	-0.4	944	1.5	1.6	5.6	-0.56	1434	i	-5	2.2	-0.079	1.7	-2	-6	-1	i	-4%	-6%

Entries listed so far with four or more nitrogen atoms (3):
SMILES	b-catenin transl	b-catenin transl cell count 5 µM	MT stabilizer	MT stabilizer Hoechst-high %	MT stabilizer cytotoxicity %	Insulin prom up	Insulin prom up cell count	Autophagy mod	Autophagy mod cell loss 18 h	Dynein cargo inh	Dynein cargo inh cytoplasmic EGFP	Dynein cargo inh nuclear GR-EGFP	Dynein cargo inh cell count	WT yeast gro inh	WT yeast gro inh mutant strain	Yfh1-depleted yeast	PMI inhibition	PMI inhibitors
Cc1ccc(-n2nnc3c(=O)n(CC(=O)N4CCC(C)CC4)cnc32)cc1	-0.3	1477	2.0	1.3	7.3	0.8	1538	i	12	-0.96	-0.16	-0.3	1.8	5	-11	i	7%	12%
CC1CCc2nn(CC(=O)NCCCN3CCCC3=O)cc2C1 (stereo unspecified)	·	·	2.7	2.8	8.0	0.99	944	i	10	-0.3	-0.18	-0.1	-0.021	14	-2	i	7%	5%
CCCn1c(SCC(=O)N2CCCC(C)C2)nnc1-c1cccnc1 (stereo unspecified)	-0.4	944	1.5	1.6	5.6	-0.56	1434	i	-5	2.2	-0.079	1.7	-2	-6	-1	i	-4%	-6%

Continuation.
SMILES	b-catenin transl	b-catenin transl cell count 5 µM	MT stabilizer	MT stabilizer Hoechst-high %	MT stabilizer cytotoxicity %	Insulin prom up	Insulin prom up cell count	Autophagy mod	Autophagy mod cell loss 18 h	Dynein cargo inh	Dynein cargo inh cytoplasmic EGFP	Dynein cargo inh nuclear GR-EGFP	Dynein cargo inh cell count	WT yeast gro inh	WT yeast gro inh mutant strain	Yfh1-depleted yeast	PMI inhibition	PMI inhibitors
CCOC(=O)/C=C1\NC(C)(C)Cc2cc(OC)c(OC)cc21	-1.6	1343	3.5	2.3	7.0	-0.28	1627	i	0	-0.72	-0.24	-1	0.56	8	-3	i	9%	-2%
CC1=NN(c2ccc(Cl)cc2)C(=O)C1C(c1ccccc1O)c1c(C)[nH]n(-c2ccc(Cl)cc2)c1=O (stereo unspecified)	0.5	1133	3.9	2.2	8.3	2	1470	i	-1	-0.16	-0.23	0.058	1.1	13	-2	i	-11%	-14%
Cc1ccc(-n2c(=O)[nH]c3cc(C(=O)NC4CCN(Cc5ccccc5)CC4)ccc3c2=O)cc1	-1.2	1338	3.0	1.8	7.9	-0.63	1485	i	8	-0.051	0.0054	0.56	0.89	4	-1	i	-7%	1%
c1csc(-c2noc(CN3CCOCC3)n2)c1	0.4	1089	·	·	·	0.2	1459	·	·	1.4	-0.048	0.86	-2.1	·	·	i	·	·
CCOC(=O)C1CCCN(c2c(N3CCN(C4CCCCC4)CC3)c(=O)c2=O)C1 (stereo unspecified)	·	·	6.4	3.4	6.2	-0.44	956	i	6	-0.26	-0.18	0.062	0.037	2	-8	i	5%	-8%
CCN(CC)CC(=O)N1c2ccccc2Oc2c(c(=O)n(C)c(=O)n2C)C1c1cccc([N+](=O)[O-])c1 (stereo unspecified)	2.1	1220	·	·	·	0.81	836	·	·	-1.4	-0.019	-0.44	0.075	·	·	i	·	·
CCN(CC)CCCN(Cc1cc2cc3c(cc2[nH]c1=O)OCCO3)C(=O)Nc1ccccc1	2.8	1379	3.5	1.6	4.4	-0.53	1009	i	-9	1.9	-0.16	1	-1	3	10	i	4%	2%
CS(=O)(=O)N1CCc2ccccc2C1	-3.6	1202	3.0	2.3	8.0	0.43	1197	i	-10	-0.94	-0.28	-0.61	0.88	6	11	i	0%	-1%
COc1ccccc1/C=C1/C(=O)N(c2cc(C)cc(C)c2)C(c2cccc([N+](=O)[O-])c2)S1(=O)=O (stereo unspecified)	1.2	1021	3.9	2.6	6.8	·	·	i	4	-2.1	-0.015	-0.95	0.044	-2	8	i	8%	18%
CCOC(=O)C(Cc1ccccc1)C(=O)Nc1ccc(N(CC)CC)cc1 (stereo unspecified)	1.4	1319	5.0	3.0	10	0.2	1520	i	33	-1.3	-0.27	-0.36	0.97	3	17	i	18%	20%
COc1ccc(/C=C/C(=O)c2ccccc2O)cc1CN1CCOCC1	-2.0	1226	2.8	1.3	7.2	-1.3	856	i	-26	-1.1	0.57	-0.46	-1.3	-8	-6	i	0%	4%
